# Shiga inhibitor = Shiga toxin inhibition. AID 2315. actives 9.2% (n = 290,000). inhibition, % at 38.7 µM. Vero cells, Shiga toxin protein synthesis inhibition reporter; in the data active = inhibition mostly above about 28%, no sharp cut-off; inactive = mostly below about 43%; also: 0% is about no effect
# HCV inhibitor = inhibitors of hepatitis C virus infection; Potency, µM (doses to about 41.8 µM), for inactives: at the top dose activity change, negative = inhibition, most hits filed as inhibitors; actives 3.4% (n = 340,000); AID 651820; Huh7.5.1 HCVcc-Cre infection, luciferase reporter, 44 h; also: potency is read from the fitted curve at half-maximal effect; % is scaled to controls: 0 for no effect and ±100 for the full control effect
#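 Reporter virus HCVcc-Cre (~0.5 moi) infects cells exposed to compound; seeding density 1,000 cells/well with 4 h settling beforehand. Luminescence, 15 sec read, taken 44 h post-infection following a 15 min RT substrate incubation.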
# Pf growth 48h = inhibits P. falciparum growth in the first generation, 48 h | P. falciparum luciferase growth in erythrocytes, 48 h | Potency, µM (highest dose often 28.7 µM), for the others: at the top dose activity change, negative = inhibition, usual class: inhibitors | actives 5.9% (n = 310,000); also: potency is read from the fitted curve at half-maximal effect; % is scaled to controls: 0 for no effect and ±100 for the full control effect
#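 Read-out is firefly luciferase luminescence from an integrated reporter in P. falciparum, so falling signal marks reduced parasite growth. Infected erythrocytes were at 2% hematocrit and 0.1% parasitemia (final) in Albumax-supplemented RPMI 1640.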
# FBPA Giardia inh = blocks Giardia fructose-bisphosphate aldolase activity; purified Giardia FBPA; Potency, µM (series often up to 59.6 µM), inactives show at the top dose activity, negative = inhibition, hits mostly inhibitors; actives 0.71% (n = 290,000); AID 2451; also: potency is read from the fitted curve at half-maximal effect; % is scaled to controls: 0 for no effect and ±100 for the full control effect; nearly all actives have a fitted effect of over 55% in size
# Target sequence (A8B2U2 whole entry, looked up): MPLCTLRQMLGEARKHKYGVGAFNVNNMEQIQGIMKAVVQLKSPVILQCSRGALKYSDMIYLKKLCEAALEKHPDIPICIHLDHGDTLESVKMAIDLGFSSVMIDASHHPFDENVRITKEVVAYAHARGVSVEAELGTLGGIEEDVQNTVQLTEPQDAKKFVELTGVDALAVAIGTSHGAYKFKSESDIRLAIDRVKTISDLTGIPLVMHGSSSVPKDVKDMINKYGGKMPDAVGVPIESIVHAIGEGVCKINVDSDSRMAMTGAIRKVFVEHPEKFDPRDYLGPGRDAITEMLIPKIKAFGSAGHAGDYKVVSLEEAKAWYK
#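 40 nM FBPA preincubated 10 min at RT with compound (up to 57.5 uM final), then substrate plus GAPDH/TPI/NAD/arsenate coupling and diaphorase/resazurin added. Fluorescence read after 20 min at RT, 525/598 nm.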
# Pf growth 96h = P. falciparum growth inhibition at 96 hours | actives 6.9% (n = 320,000) | Potency, µM (highest dose often 28.7 µM), inactives show at the top dose activity change, negative = inhibition, actives largely listed as inhibitors | P. falciparum luciferase reporter growth, 96 h; also: potency is read from the fitted curve at half-maximal effect; % is scaled to controls: 0 for no effect and ±100 for the full control effect
#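 Two parasite generations (96 h, 37 C, 5% CO2) of compound exposure in infected erythrocytes (0.05% parasitemia, 2% hematocrit). Luciferase-reporter P. falciparum; decreased luminescence indicates inhibited growth, aimed at apicoplast-acting delayed death.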
# CHX counter = counter-screen hit for Shiga toxin inhibitors, cycloheximide; AID 2314; max response, %; cell reporter, cycloheximide protein synthesis inhibition counterscreen; actives 12% (n = 300,000); in the data active = max response mostly above about 13%, no sharp cut-off; inactive = mostly below about 14%; also: read at 38.3 µM for the half of the compounds with a filed dose; 0% is about no effect
# * hit, by the source's call; u = inconclusive; x = no result given; & = joins results of further samples; [ ] = another dose, or the depositor's remark. Unless noted, calls follow the shape of the dose curve; as a rule, active = well fitted curve in the direction sought with a large enough effect; inconclusive = small, poorly fitted or top-dose-only effect, or another doubt; inactive = no such curve, though single readings can be large; an effect the other way counts as inactive or inconclusive.
# The line under a structure holds: CHX counter	Pf growth 96h	Shiga inhibitor	Pf growth 48h	FBPA Giardia inh	HCV inhibitor
CC1=NN(C(=S)Nc2ccccc2)C(c2ccccc2)C1 (configuration not stated)
→ 6	2.6µM*	41	9.3µM*	-13%	25%
O=C(N/N=C/C(Cl)=C\c1ccccc1)c1cnccn1
→ 53*	u	132*	x	-10%	12%
COc1ccc(C2/C=C\CN(C(=O)C3CC3)C(C)C(=O)N2Cc2ccc(F)cc2)cc1 (configuration not stated)
→ 6	x	-5	x	0%	x
CC(OC(=O)CCN=C1NS(=O)(=O)c2ccccc21)C(=O)Nc1ccc(F)cc1 (configuration not stated)
→ x	26%	x	11%	x	u
CC(=O)Oc1cccc(NC(=O)c2cccc(C(=O)Nc3cccc(OC(C)=O)c3)c2)c1
→ -2	u	x	4%	5%	-16%
O=c1[nH]c(=S)n(CCC2=CCCCC2)c(O)c1C=NCCCn1ccnc1
→ -1	8%	-18	x	11%	0%
CN(C)c1nnnn1-c1ccc(Cl)cc1
→ -4	-3%	33	12%	6%	22%
Cc1ccc(C2=NN(S(=O)(=O)c3ccccc3)C(c3ccccc3O)C2)cc1 (configuration not stated)
→ 20*	u	69*	u	-11%	14µM*
CN1C2CCC1C(COC(=O)c1ccccc1)C(O)C2 (configuration not stated)
→ -3	1%	5	u	6%	4%
Cc1ccc(S(=O)(=O)N2CCN(C(=O)CC3CCCC3)CC2)cc1
→ 1	x	-6	-11%	9%	1%
COc1ccc(C)cc1NC(=O)CN1C(=O)C(=O)N(C2CCCC2)C1=O
→ x	-18%	x	-17%	x	22%
Cc1csc(C2=C(O)CN(c3ccc4c(c3)OCCOCCOCCOCCO4)C2=N)n1
→ 1	u	-18	u	-27%	-13%
O=C(Nc1ccc(-c2cnco2)cc1)c1ccc(Cl)cc1
→ 10	17%	14	32%[activator]	-1%	-19%
c1ccc(-c2cn(C[C@H]3CC[C@H](Cn4cc(-c5ccccn5)nn4)O3)nn2)nc1
→ 0	-28%	16	u	-5%	-1%
Cc1cc(Cl)ccc1NC(=S)NCc1ccc(F)cc1
→ 7	u	15	u	3%	13%
CCOc1ccc(CCNC(=O)Cn2ncn3nc(-c4ccc(OC)cc4)cc3c2=O)cc1
→ 6	55%[activator]	12	53%[activator]	6%	9%
Cc1ccc(NC(=O)c2ccc(=O)n(CC(=O)Nc3c(C)cc(C)cc3C)n2)cc1
→ -6	-14%	-13	u	x	-26%
COc1ccccc1NC(=O)Nc1nnc(C(C)c2ccccc2)s1 (configuration not stated)
→ 2	u	12	45%[activator]	8%	-28%
CN1C/C(=C/c2ccncc2)C(=O)/C(=C/c2ccncc2)C1
→ 32*	u	36	2.6µM*	-10%	16%
CCn1cnc2cc(NCc3ccc(OC)cc3)ccc21
→ 27	46%[activator]	46	x	-6%	14%
Cc1ccc2nc(-c3ccc(NS(C)(=O)=O)cc3)cc(-c3ccccc3)c2c1
→ -4	u	-18	u	-6%	u
COc1ccc(Br)cc1CN(C)CC(=O)Nc1cc(Cl)ccc1Cl
→ -2	u	-3	u	1%	u
Fc1ccc(/C=N/n2c(C3CCCCC3)n[nH]c2=S)cc1
→ 10	-6%	17	5%	12%	4%
CCOCCCNC(=O)C1(O)c2cc(Br)ccc2NC(=O)N1c1ccc(CC)cc1 (configuration not stated)
→ -4	u	-5	3%	-1%	-6%
COc1ccc(-c2csc(/C(C#N)=C\c3cccc([N+](=O)[O-])c3)n2)cc1
→ 1	20%	-8	24%	3%	4%
Cc1ccc(C)c(NC(=S)NNC(=O)c2csc3c2CCC(C)C3)c1 (configuration not stated)
→ 9	-4%[5.75 µM]	-6	10%	28%	-10%
CCOCCN1CCN(c2c(C)c(C)nc3cc(-c4cc(OC)cc(OC)c4)nn23)CC1
→ 4	-10%	14	x	-1%	u
O=C(CN1CCN(c2ccccc2F)CC1)NC(=O)NCc1ccccc1
→ -2	u	15	20%	6%	14%
Cc1[nH]nc2c1C1(C(=O)Nc3ccc([N+](=O)[O-])cc31)C(C#N)=C(N)O2 (configuration not stated)
→ 0	x	-12	8%	1%	-3%
COc1cc(C=O)ccc1OCc1ccncc1
→ -2	u	-4	-7%	-4%	4%
Cc1ccc(NC(=O)C(CC(C)C)NC(N)=O)cc1Cl (configuration not stated)
→ -2	24%	-6	9%	-1%	1%
CCCCCCOC1(c2ccccc2)OC(=O)c2ccccc21 (configuration not stated)
→ -3	8.3µM*	0	10µM*	-1%	u
COc1ccc(NC(=O)C2CCC(C(C)(C)C)CC2)cc1S(=O)(=O)N1CCOCC1 (configuration not stated)
→ x	13µM*	x	u	x	u
C=CCc1c(N(CC)CC)nc(C)[nH]c1=O
→ 2	u	17	-7%	-11%	u
CCn1c(=O)c2sccc2n(CC(=O)NC2CCCC2)c1=O
→ -4	17%	-8	1%	6%	-11%
CCCCCCSc1cc(-c2nc3cc(C)ccn3c2NCCCC)ccc1OC
→ x	u	x	9.3µM*	x	u
CCN(c1ccccc1)S(=O)(=O)c1ccc(F)c(C(=O)O)c1
→ 4	1%	-19	2%	14%	-1%
Cc1ccc(NC(=O)CN2C(=O)c3ccccc3C2=O)cc1
→ -1	208%[activator]	x	42%[activator]	6%	9%
CC1Cc2ccccc2N1C(=O)C1CCCN(S(=O)(=O)c2cccc3cccnc23)C1 (configuration not stated)
→ -3	u	-8	x	-8%	u
CSCC[C@H](NC(=O)N1CCn2c1nc1ccccc12)C(=O)NCC1CCCO1 (some centres not stated)
→ -1	39%[activator]	-8	-1%	x	0%
O=[N+]([O-])c1cccc(-c2cnc3ccccc3n2)c1
→ 24*	-3%	63*	93%[activator]	1%	5%
COc1ccc(Nc2nnc(SC(C(=O)Nc3ccc(OC)c(Cl)c3)c3ccccc3)s2)cc1 (configuration not stated)
→ 6	9.3µM*	18	u	0%	u
O=S1(=O)N=C(N2CCN(Cc3ccccc3)CC2)c2ccccc21
→ 14	u	13	9%	4%	9%
CCOc1ccc(CCNC(=O)CS(=O)Cc2nc(-c3ccc(OC)c(OC)c3)oc2C)cc1OCC (configuration not stated)
→ 3	-29%	-1	u	x	u
COc1cccc(NC(=O)NNC(=O)C(C)Oc2ccc3ccccc3c2)c1 (configuration not stated)
→ -1	1%	-11	0%	11%	-4%
CC1(C)CC(=O)C2=C(C1)OC(N)=C(C#N)C2c1ccoc1 (configuration not stated)
→ 0	-6%	14	-10%	-14%	9%
Cc1ccc(-n2ncc3c(NNC(=O)Cc4ccccc4)ncnc32)cc1
→ 14*	17%	21	32%[activator]	10%	u
CN(C#N)c1nccc(-c2cccs2)n1
→ 16	-16%	29	u	-4%	-24%
C=CCNC(=O)COC(=O)c1ccc(Sc2nncn2C)c([N+](=O)[O-])c1
→ -1	-3%	-14	1%	0%	-1%
Cc1[nH]nc2c1C(c1ccoc1)C(C#N)=C(N)O2 (configuration not stated)
→ -5	u	-5	8%	-22%	6%
O=C(N/N=C/c1ccccc1O)c1cccc2ccccc12
→ 13*	214%[activator]	21	12µM*	-8%	u
CC(C)OCCCNC(=O)c1ccc2c(c1)NC(=O)c1ccccc1S2
→ -3	2%	-1	3.7µM*	-1%	u
c1ccc2c(c1)cnc1ccccc12
→ 24*	u	29	49%[activator]	-2%	-6%&-12%
O=C(CCN1CCN(Cc2ccccc2)CC1)NNC(=O)Nc1cccc([N+](=O)[O-])c1
→ 10	13µM*	-16	10%	x	-11%
Cc1ccc(N2CC(C(=O)N3CCOCC3)CC2=O)cc1C (configuration not stated)
→ 1	23%	-3	2%	4%	3%
CC1(N2CCCCC2)CC2(O)C(=[N+]1[O-])CCC/C2=N\O (configuration not stated)
→ 6	-8%	20	9%	-25%	6%
COc1ccc(C2c3ccc4ccccc4c3Oc3ncn(CCCO)c(=N)c32)cc1OC (configuration not stated)
→ -1	1.9µM*	-15	u	2%	13µM*
CC1CC(OC(=O)c2ccccc2)(c2ccccc2)C(C)CN1C (configuration not stated)
→ -3	u	-9	6.6µM*	5%	8%
COc1ccc(/C=C/C(=O)Nc2cc(S(=O)(=O)N3CCOCC3)ccc2C)cc1OC
→ -3	-19%[5.75 µM]	-9	-29%	-2%	-21%
Cc1ccc2cc(-c3noc(C(C)(C)C)n3)c(=O)[nH]c2c1
→ -1	18%	2	u	1%	-9%

# Quoted from the listing, three compounds:
# The line under a structure holds: CHX counter	Pf growth 96h	Shiga inhibitor	Pf growth 48h	FBPA Giardia inh	HCV inhibitor
CC1CC(OC(=O)c2ccccc2)(c2ccccc2)C(C)CN1C (configuration not stated)
→ -3	u	-9	6.6µM*	5%	8%
COc1ccc(/C=C/C(=O)Nc2cc(S(=O)(=O)N3CCOCC3)ccc2C)cc1OC
→ -3	-19%[5.75 µM]	-9	-29%	-2%	-21%
Cc1ccc2cc(-c3noc(C(C)(C)C)n3)c(=O)[nH]c2c1
→ -1	18%	2	u	1%	-9%

# (further entries)
# The line under a structure holds: CHX counter	Pf growth 96h	Shiga inhibitor	Pf growth 48h	FBPA Giardia inh	HCV inhibitor
COc1cccc(C2CCCN2Cc2nc(-c3cnccn3)no2)c1 (configuration not stated)
→ -4	14%	-10	13µM*	4%	10%
C/C(=N/NC(=O)CNC(=O)CCc1ccccc1)c1ccc(Cl)cc1
→ 7.1*	74%[activator]	20	63%[activator]	3%	-37%
COc1ccc(NC(=O)CSc2nnc(NC(=O)c3ccc(S(=O)(=O)N4CCOCC4)cc3)s2)cc1
→ -3	1%	-4	13%	2%	10%
Cc1cc(Br)cc2c(C(=O)Nc3c(C)n(C)n(-c4ccccc4)c3=O)cc(-c3cccs3)nc12
→ 1	u	-10	0%	-1%	u
CCOc1ccc(CN2CCN(Cc3cccn3-c3ncccn3)CC2CCO)cc1 (configuration not stated)
→ 8	-40%	-2	u	-3%	-23%
C=CCn1c(=O)c2ccccc2n2c(SCC(=O)NCc3cccs3)nnc12
→ 9	u	6	x	1%	-5%
COc1ccc(CCNC(=O)C2CC3Cn4c(nc5cc(Cl)c(Cl)cc54)C3N2C)cc1 (configuration not stated)
→ -4	3%	-5	3%	-1%	u
CC(=O)Nc1ccc(NC(=O)c2cc(=O)c3cc(C)cc(C)c3o2)cc1
→ -5	23%	-8	15%	-4%	5%
Cc1ccc([N+](=O)[O-])cc1N/C=C1\CCCCC1=O
→ 58*	-1%	93*	280%[activator]	18%	u
COc1ccccc1Nc1nc(N)nc(CN2CCc3ccccc3C2)n1
→ -3	-26%	-2	u	-29%	u
CCOC(=O)c1ccc(NC(=S)NC(=O)COc2ccccc2)cc1
→ 55*	18%	-3	9%	-9%	16%
CCCCCCCCCCCCCCCC[N+](C)(C)CCN(Cc1ccc(OC)cc1)c1ncccn1
→ x	1.9µM*	x	3.7µM*	3%[21.7 µM]	2.8µM*

# Exported as labelled records: part of the list above
Molecule: CCOc1ccc(CN2CCN(Cc3cccn3-c3ncccn3)CC2CCO)cc1 (configuration not stated)
  CHX counter = 8; Pf growth 96h = -40%; Shiga inhibitor = -2; Pf growth 48h = u; FBPA Giardia inh = -3%; HCV inhibitor = -23%

Molecule: C=CCn1c(=O)c2ccccc2n2c(SCC(=O)NCc3cccs3)nnc12
  CHX counter = 9; Pf growth 96h = u; Shiga inhibitor = 6; Pf growth 48h = x; FBPA Giardia inh = 1%; HCV inhibitor = -5%

Molecule: COc1ccc(CCNC(=O)C2CC3Cn4c(nc5cc(Cl)c(Cl)cc54)C3N2C)cc1 (configuration not stated)
  CHX counter = -4; Pf growth 96h = 3%; Shiga inhibitor = -5; Pf growth 48h = 3%; FBPA Giardia inh = -1%; HCV inhibitor = u

Molecule: CC(=O)Nc1ccc(NC(=O)c2cc(=O)c3cc(C)cc(C)c3o2)cc1
  CHX counter = -5; Pf growth 96h = 23%; Shiga inhibitor = -8; Pf growth 48h = 15%; FBPA Giardia inh = -4%; HCV inhibitor = 5%

# Bioassay records as filed in PubChem.
